Pol kappa inh = blocks human DNA polymerase kappa activity. 400,000 compounds, 0.53% hits. purified Pol kappa, fluorescent DNA synthesis assay, 10 min. AID 588579. Potency, µM (highest dose often 107 µM), without a hit: top-dose activity, negative = inhibition, hits mostly inhibitors. Q9UBT6; also: % is scaled to controls: 0 for no effect and ±100 for the full control effect
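Inhibition of 10 nM Pol kappa is measured by a fluorescent read-out at 0 and 10 min following addition of 50 nM substrate (final), with a 15-min room-temperature compound preincubation.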
BAZ2B block = inhibitors of human BAZ2B bromodomain | Q9UIF8 | AlphaScreen BAZ2B-H3K14Ac peptide displacement | 360,000 compounds, 4.4% hits | AID 504333 | Potency, µM (doses to about 114 µM), without a hit: at the highest dose activity change, negative = inhibition, most hits filed as inhibitors; also: % is scaled to controls: 0 for no effect and ±100 for the full control effect; nearly all actives have a fitted effect of over 60% in size
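Protein-peptide AlphaScreen: BAZ2B 50 nM, b-H3K14Ac 50 nM, 1x PBS pH 7.4 + 0.01% Tween-20. Preincubation 30 min RT; cpd 30 min RT (top 110 uM); beads 20 min RT, light-protected.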
G9a block = inhibitors of human histone lysine methyltransferase G9a; Q96KQ7; G9a H3K9 monomethylation, AlphaScreen, 2 h; Potency, µM (series often up to 102 µM), inactives show at the highest dose activity, negative = inhibition, hits mostly inhibitors; 350,000 compounds, 8.8% hits; AID 504332; also: % is scaled to controls: 0 for no effect and ±100 for the full control effect; nearly all actives have a fitted effect of over 75% in size
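Readings reflect AlphaScreen signal from monomethyl-H3K9 antibody detection. HMT at 20 nM; substrate b-H3K9 500 nM; cofactor SAM 20 uM; 2 h RT reaction; compounds tested as titrations in qHTS with 15 min preincubation.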
POLI inh = inhibitors of human DNA polymerase iota; Potency, µM (top dose mostly 115 µM), inactives show top-dose activity, negative = inhibition, actives largely listed as inhibitors; Pol iota fluorescent replication assay, 10 min; Q9UNA4; 390,000 compounds, 1% hits
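Fluorescent replication assay read twice, at 0 min and 10 min after adding 50 nM (final) substrate. Enzyme (10 nM) and compounds were first incubated 15 min at room temperature; enzyme-free buffer wells were negative controls.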
POLH inh = inhibitors of human DNA polymerase eta; 390,000 compounds, 1.2% hits; recombinant Pol eta, fluorescent DNA replication assay; Q9Y253; Potency, µM (top dose mostly 114 µM), without a hit: top-dose activity change, negative = inhibition, usual class: inhibitors; also: % is scaled to controls: 0 for no effect and ±100 for the full control effect
Target sequence (Q9Y253 whole entry, looked up): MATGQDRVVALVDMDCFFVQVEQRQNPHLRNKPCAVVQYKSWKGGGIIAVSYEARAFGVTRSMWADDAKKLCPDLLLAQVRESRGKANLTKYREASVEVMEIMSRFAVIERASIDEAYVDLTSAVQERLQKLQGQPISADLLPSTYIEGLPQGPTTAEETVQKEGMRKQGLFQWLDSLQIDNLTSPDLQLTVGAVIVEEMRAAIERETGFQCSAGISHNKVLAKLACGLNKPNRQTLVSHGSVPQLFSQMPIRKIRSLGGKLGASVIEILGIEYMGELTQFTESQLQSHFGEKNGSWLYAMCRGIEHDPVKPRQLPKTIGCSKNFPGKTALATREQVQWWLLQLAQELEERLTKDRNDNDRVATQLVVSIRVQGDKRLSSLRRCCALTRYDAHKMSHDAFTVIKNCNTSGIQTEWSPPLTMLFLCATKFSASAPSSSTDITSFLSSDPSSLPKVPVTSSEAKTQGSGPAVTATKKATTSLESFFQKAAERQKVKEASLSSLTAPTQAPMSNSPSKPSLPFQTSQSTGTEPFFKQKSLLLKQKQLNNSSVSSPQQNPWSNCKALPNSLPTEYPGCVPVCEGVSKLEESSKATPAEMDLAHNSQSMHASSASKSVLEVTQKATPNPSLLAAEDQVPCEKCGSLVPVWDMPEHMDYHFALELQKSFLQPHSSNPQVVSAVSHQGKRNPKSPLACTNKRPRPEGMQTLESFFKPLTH
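Fluorescent replication assay: 50 nM final substrate added after a 15 min room-temperature compound preincubation with 10 nM enzyme. Signal taken at 0 min and again at 10 min.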
BLM inh = Bloom syndrome helicase (human) inhibition. P54132. recombinant BLM DNA unwinding, fluorescence dequenching. Potency, µM (titrated, usually from 56.1 µM), for inactives: at the top dose activity change, negative = inhibition, hits mostly inhibitors. 350,000 compounds, 0.2% hits. AID 2528;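 also: plate controls were vehicle for no effect and no enzyme for full effect; nearly all actives have a fitted effect of over 35% in size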
JMJD2A Tudor = JMJD2A Tudor domain (human) inhibition | Potency, µM (titrated, usually from 114 µM), for inactives: at the top dose activity change, negative = inhibition, most hits filed as inhibitors | AlphaScreen JMJD2A-Tudor / H3K4me3 peptide binding | O75164 | 390,000 compounds, 4.4% hits; also: % is scaled to controls: 0 for no effect and ±100 for the full control effect; nearly all actives have a fitted effect of over 50% in size
Pol beta inh = blocks human DNA polymerase beta activity | P06746 | Pol beta primer extension/strand displacement, fluorescence kinetic | Potency, µM (doses to about 114 µM), inactives show top-dose activity change, negative = inhibition, usual class: inhibitors | 340,000 compounds, 1.3% hits; also: % is scaled to controls: 0 for no effect and ±100 for the full control effect
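Homogeneous kinetic assay of primer extension and strand displacement by 10 nM Pol beta, preincubated 15 min at room temperature with compound before 50 nM substrate (final) was added. Read at 0 and 10 min; four-parameter Hill fit.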
APEX1 inh = inhibitors of human APE1 endonuclease; P27695; recombinant APE1, TAMRA/BHQ-2 abasic DNA cleavage fluorescence; Potency, µM (highest dose often 65.8 µM), without a hit: top-dose activity change, negative = inhibition, hits mostly inhibitors; 350,000 compounds, 0.35% hits;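 also: plate controls were vehicle for no effect and reference inhibitor for full effect; nearly all actives have a fitted effect of over 55% in size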
Target sequence (P27695 whole entry, looked up): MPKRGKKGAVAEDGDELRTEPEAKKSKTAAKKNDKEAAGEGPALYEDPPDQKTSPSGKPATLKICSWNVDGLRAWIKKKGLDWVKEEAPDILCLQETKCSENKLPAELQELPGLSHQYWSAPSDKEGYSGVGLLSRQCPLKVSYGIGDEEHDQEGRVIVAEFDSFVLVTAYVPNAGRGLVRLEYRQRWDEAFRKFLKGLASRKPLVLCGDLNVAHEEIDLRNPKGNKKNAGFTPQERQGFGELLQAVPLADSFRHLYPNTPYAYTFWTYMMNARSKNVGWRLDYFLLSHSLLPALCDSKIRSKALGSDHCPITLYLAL
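Measures dequenching upon AP-site incision of a 5'-TAMRA/3'-BHQ-2 THF-containing duplex, 50 nM; human APE1 0.75 nM after 15 min room-temperature exposure to compound; kinetic three-point read at one-minute spacing.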
* hit, by the source's call; ? = inconclusive; . = not tested or not shown; & = joins results of further samples; [ ] = dose if it differs, or a comment. Calls follow the shape of the dose curve; as a rule, active = well fitted curve in the direction sought with a large enough effect; inconclusive = small, poorly fitted or top-dose-only effect, or another doubt; inactive = no such curve, though single readings can be large; an effect the other way counts as inactive or inconclusive. Potency is read from the fitted curve at half-maximal effect. This is a subset; rates above refer to the full screens.

1) COc1ccc(-c2nc(CN3CCC(C(=O)NCC4CCCO4)CC3)c(C)o2)cc1OC (stereo not given)
2) COc1cc(/C=N/NC(=O)c2cccc([N+](=O)[O-])c2)ccc1OCc1ccccc1
3) COc1ccc(CN2CCNC(=O)C2CC(=O)NC2Cc3ccccc3C2)c(OC)c1 (stereo not given)
4) O=C(COC(=O)CCc1ccc(S(=O)(=O)N2CCOCC2)cc1)NC(=O)NC1CCCCC1
5) COc1cccc(CNc2cc(C)nc3nc(-c4ccc(C)cc4)nn23)c1
6) Cc1cc(NC(=O)C2CCCN(S(=O)(=O)c3cccc4nsnc34)C2)ccc1Br (stereo not given)

assay / compound	1	2	3	4	5	6
G9a block	19%	-10%[59 µM]	-6%[0.501 µM]	-1%	12%[59 µM]	-6%[59 µM]
BLM inh	-3%	-3%	-3%	-3%	-6%	-3%
POLH inh	-23%	10%	-19%	-11%	8%	?
BAZ2B block	-4%	33%	0%	?	-2%	.
APEX1 inh	15%	-6%	0%	1%	.	.
JMJD2A Tudor	-23%	-13%	-17%	-2%	-19%	0%
Pol beta inh	-1%	18%	66%	7%	14%	-7%
POLI inh	47%[activator]	29%	81%	93%[activator]	?	16%
Pol kappa inh	-5%	-6%	-6%	4%	1%[60.1 µM]	-10%

7) Fc1ccc(Nc2nc(SCc3cccc(Cl)c3)nc3ccccc23)cc1
8) C#CCOCCOCCOCCNc1nc(N2CCN(C(=O)CCCCCCCCCCNC(=O)[C@H]([C@@H](C)CC)n3cc(CCCCCN)nn3)CC2)nc(N2CCN(C(=O)CCCCCCCCCCNC(=O)[C@@H]([C@H](C)O)n3cc(C)nn3)CC2)n1
9) CCN(CC(=O)Nc1ccccc1C(F)(F)F)C(=O)c1ccc(N2CCCC2=O)cc1
10) COC(=O)c1c(C)sc(-c2c(-c3ccc4c(c3)OCCO4)[nH]c3c2c(=O)n(C)c(=O)n3C)c1O
11) COc1cc(C)ccc1OC(C)C(=O)Nc1ccc(N2CCCCC2)cc1 (stereo not given)
12) COc1ccc2nc(Nc3nc4cc5c(cc4s3)OCO5)sc2c1

assay / compound	7	8	9	10	11	12
G9a block	39%[59 µM]	-8%[2.33 µM]	5%[12.7 µM]	-2%[59 µM]	.	1%[59 µM]
BLM inh	-10%	.	.	-9%	.	3%
POLH inh	-23%	?	3%	.	-9%	-4%
BAZ2B block	22%	56µM*	-11%	-14%	.	5%
APEX1 inh	.	-98%	52%[activator]	.	-6%	?
JMJD2A Tudor	6%	56µM*	0%	-24%	?	1%
Pol beta inh	-19%	.	.	1%	.	-21%
POLI inh	10%	?	-22%	6%	36%[activator]	3%
Pol kappa inh	-2%[60.1 µM]	?	6%	-17%	-7%	-12%

13) CCOC(=O)C1CCCN(C(=O)Cn2nc(C)n3nc(-c4ccccc4)cc3c2=O)C1 (stereo not given)
14) C/C(=C/CCC(C)(O)C1CC[C@@]2(C)[C@@H]3CC=C4[C@@H](CC[C@H](O[C@H]5O[C@@H](CO)[C@H](O)[C@@H](O)[C@@H]5O)C4(C)C)[C@]3(C)C(=O)C[C@]12C)CO[C@@H]1O[C@H](CO)[C@@H](O)[C@H](O)[C@H]1O (stereo not given in full)
15) CC1(C)Cc2ccccc2-c2nc(-c3ccccc3)oc(=O)c21
16) Cc1ccc(S(=O)(=O)N(C)C)cc1NC(=O)CSc1nc2ncc(Cl)cc2[nH]1
17) Cc1noc(C)c1NC(=O)N(C)C[C@H]1Oc2c(NC(=O)Cc3ccccc3)cccc2C(=O)N([C@H](C)CO)C[C@@H]1C
18) Cc1ccc(C(=O)NC(=O)CSc2ncccc2C(=O)O)cc1

assay / compound	13	14	15	16	17	18
G9a block	-8%	.	113%[activator][59 µM]	35µM*	.	?
BLM inh	1%	.	-2%	.	.	-2%
POLH inh	6%	-8%	-15%	-4%	-8%	-1%
BAZ2B block	-15%	.	19%	4%	.	9%
APEX1 inh	52%	-9%	2%	12%	7%	-5%
JMJD2A Tudor	-5%	-10%	14%[57.1 µM]	-19%	-12%	-10%
Pol beta inh	28%	.	9%	.	.	21%
POLI inh	21%	2%	-3%	3%	5%	66%[activator]
Pol kappa inh	5%	-11%	-18%	-4%	-12%	-9%

19) Cc1cc(C)cc(N2C(=O)N(CC(=O)c3ccc(Br)cc3)c3ccccc3S2(=O)=O)c1
20) CCCNC(C)(C)COC(=O)c1ccccc1
21) Cc1cnc(CNc2ncnc3ccc(-c4ccoc4)cc23)cn1
22) O=C(O)c1cc(S(=O)(=O)NC23CC4CC(CC(C4)C2)C3)ccc1Cl
23) CCN(CC)CCNC(=O)c1ccc(NC(C)=O)cc1
24) c1cncc(COC2CCCN(Cc3nc(-c4cccs4)no3)C2)c1 (stereo not given)

assay / compound	19	20	21	22	23	24
G9a block	7%[59 µM]	-8%[59 µM]	-28%[0.501 µM]	19%[2.33 µM]	-9%[59 µM]	-1%
BLM inh	-5%	4%[21.4 µM]	-7%	-5%	-1%&-8%&3%	-2%
POLH inh	0%	-20%	.	-18%	-16%	5%
BAZ2B block	-18%	-4%	.	3%	-19%&-23%	-10%
APEX1 inh	.	-1%	-2%	34%	5%&1%&14%&0%	-7%
JMJD2A Tudor	-21%	-24%	.	-8%	-1%&-12%	-9%
Pol beta inh	18%	.	.	-2%	?	-21%
POLI inh	2%	16%	.	-14%	4%	30%[activator]
Pol kappa inh	-9%[60.1 µM]	-5%	-1%[60.1 µM]	-1%	-26%[60.1 µM]	-5%

A second format for three compounds above:
#20 CCCNC(C)(C)COC(=O)c1ccccc1
  G9a block: -8%[59 µM]
  BLM inh: 4%[21.4 µM]
  POLH inh: -20%
  BAZ2B block: -4%
  APEX1 inh: -1%
  JMJD2A Tudor: -24%
  Pol beta inh: .
  POLI inh: 16%
  Pol kappa inh: -5%
#21 Cc1cnc(CNc2ncnc3ccc(-c4ccoc4)cc23)cn1
  G9a block: -28%[0.501 µM]
  BLM inh: -7%
  POLH inh: .
  BAZ2B block: .
  APEX1 inh: -2%
  JMJD2A Tudor: .
  Pol beta inh: .
  POLI inh: .
  Pol kappa inh: -1%[60.1 µM]
#22 O=C(O)c1cc(S(=O)(=O)NC23CC4CC(CC(C4)C2)C3)ccc1Cl
  G9a block: 19%[2.33 µM]
  BLM inh: -5%
  POLH inh: -18%
  BAZ2B block: 3%
  APEX1 inh: 34%
  JMJD2A Tudor: -8%
  Pol beta inh: -2%
  POLI inh: -14%
  Pol kappa inh: -1%

The listing continues:
25) COC(=O)c1sc(NC(=O)COc2cccc(C)c2)nc1C
26) CCOc1ccc(OCC)c(NC(=O)CN2CCN(CC(=O)NC(C)C)CC2)c1
27) COc1cccc(NC(=O)CN(C)S(=O)(=O)c2ccc3nc(C)sc3c2)c1
28) NC(=O)Nc1ccccc1C(=O)NCCc1ccccc1
29) Cc1ccc(NC(=O)CN2CCN(S(=O)(=O)c3ccc(C(C)C)cc3)CC2)cc1F
30) CC(=O)Nc1c(C(=O)O)oc2ccccc12

assay / compound	25	26	27	28	29	30
G9a block	8%[59 µM]	.	7%[59 µM]	18%[59 µM]	-28%[59 µM]	-19%[59 µM]
BLM inh	-2%	0%	0%	1%	-9%	-1%
POLH inh	-16%	-15%	.	-11%	-16%	-7%
BAZ2B block	3%	?	2%	-7%	2%	-1%
APEX1 inh	4%	3%	.	4%	.	7%
JMJD2A Tudor	-12%	28µM*	-1%	-12%	-22%	-9%
Pol beta inh	10%	-12%	2%	0%	-22%	28%
POLI inh	21%	-6%	44%[activator]	-2%	4%	-12%
Pol kappa inh	-13%	-3%	-5%	-2%	-2%[60.1 µM]	-16%

31) COc1ccc(-n2c(SC(C)C(=O)N3CCOCC3)nc3ccccc3c2=O)cc1 (stereo not given)
32) COCCN1CC(C(=O)NCc2ccccc2-n2ccnc2C)CCC1=O (stereo not given)
33) Cc1cccn2c(=O)c3cc(C#N)c(=NC(=O)c4ccco4)n(Cc4ccco4)c3nc12
34) C/C(=N\Nc1nc(N2CCOCC2)nc(N2CCOCC2)n1)c1cccc([N+](=O)[O-])c1
35) N=c1c(S(=O)(=O)c2ccc(Br)cc2)cc2c(=O)n3ccccc3nc2n1Cc1ccccc1
36) COc1ccc(N=C2SC(CC(=O)Nc3ccccc3)C(=O)N2CCc2ccccn2)cc1 (stereo not given)

assay / compound	31	32	33	34	35	36
G9a block	12%[12.7 µM]	23%	-7%	11%	7%	?
BLM inh	-4%	1%	?	2%	0%	-14%
POLH inh	-14%	-17%	?	-5%	-9%	-19%
BAZ2B block	-2%	-5%	?	-4%	-20%	-31%
APEX1 inh	-1%	-5%	-5%	12%	23%	-3%
JMJD2A Tudor	-12%	-9%	-23%	-22%	5%	-21%
Pol beta inh	?	-1%	14µM*	6%	11%	2%
POLI inh	30%	31%[activator]	?	81%[activator]	-17%	9%
Pol kappa inh	-2%	-4%	?	-10%	0%	-11%

37) O=C(NCc1ccc2c(c1)OCO2)C1CC(=O)N(c2ccc(O)cc2)C1 (stereo not given)
38) CCN(C(=O)COC(=O)c1ccc[nH]c1=O)c1cccc2ccccc12
39) O=C(NCc1ccc(Cl)cc1)C1CCCCN1S(=O)(=O)c1ccccc1 (stereo not given)
40) COC(=O)C(NS(=O)(=O)c1ccc(NC(C)=O)cc1)C(C)C (stereo not given)
41) CCN(CC)S(=O)(=O)c1cccc(C(=O)N/N=C(\C)c2ccc(O)cc2O)c1

assay / compound	37	38	39	40	41
G9a block	-8%[59 µM]	.	6%[59 µM]	-11%[0.0925 µM]	28%
BLM inh	-1%	.	-2%	-2%	-3%
POLH inh	-12%	-8%	-15%	3%	-12%
BAZ2B block	6%	.	6%	4%	8.9µM*
APEX1 inh	-2%	12%	0%[12.4 µM]	3%	-6%
JMJD2A Tudor	16%[11.4 µM]	-20%	-6%	-11%	?
Pol beta inh	-26%	.	9%	20%	0%
POLI inh	11%	4%	104%[activator]	-8%	174%[activator]
Pol kappa inh	-15%	-7%	-12%	-7%	-26%
